# KOR beta-arrestin-1: kappa opioid receptor activators – cell-based, luminescence, uHTS, primary screen (AID 1777). 0.02% of 280,000 active. KOR beta-arrestin recruitment, luminescence; higher % means a stronger effect. activation, % at 10 µM, or EC50 in µM where a hit was titrated; in the data active = activation above about 50%, passing the limit was not always enough; note: a part of the inactive calls stands beside numbers as strong as those of hits
# GPR35 antagonists: GPR35 antagonists blocking zaprinast-driven arrestin recruitment, primary screen, imaging, U2OS, beta-arrestin-GFP, zaprinast agonist (AID 2058). U2OS GPR35 beta-arrestin-GFP translocation imaging, zaprinast antagonism; higher % means a stronger effect. inhibition, % at 10 µM; hits with a dose series show IC50 in µM. 0.052% of 290,000 active;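 active = inhibition of at least 50% with at least 30 cells and total cytoplasm GFP at most 10,000,000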
# West Nile antiviral: inhibition of WNV-induced cytopathic effect – cell-based, CPE readout (AID 1621). West Nile virus-infected cells, CPE inhibition; higher % means a stronger effect. CPE inhibition, % at 10 µM, or IC50 in µM where a hit was titrated. 0.02% of 290,000 active; in the data active = a potency from the dose series; note: strong numbers were not always called active
# T cell HTS: T cell immune modulation candidate; 2C CD8+ T cell-vesicle binding, flow cytometry; active compounds read low; calls only at 7 µM; 0.068% of 330,000 active;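 active = response, share of CD8 T cells binding vesicles, and their 90th percentile fluorescence all below set limits, cut at about 80% in these data, passing the limit was not always enough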
#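 incubation = binding step 1.5 h, 37 °C, antibody labelling 20 min, ice | test system = 2C mouse CD8+ T cells | read-out basis = percent CD8+ FL2 mean versus row control | controls = Peptide-free naked vesicles (low) and QL9 vesicles with 0.7% DMSO vehicle (high) | detection = flow cytometry of vesicle-bound cells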
# Salmonella PhoP GFP: PhoP-dependent GFP reporter repression – Salmonella Typhimurium, primary screen (AID 1863); 0.16% of 300,000 active; S. Typhimurium PhoP-regulated promoter GFP reporter, 4 h; higher % means a stronger effect; inhibition, % at 50 µM; hits with a dose series show IC50 in µM;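 active = inhibition over 29.93%, a cutoff 3 SD above the screen mean, later confirmed by dose response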;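 note: 0% = low Mg2+ inducing control and 100% = high Mg2+ repressing control; strong numbers were not always called active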
# GPR55 activation: selective activators of receptor GPR55 – imaging, U2OS cells, beta-arrestin-GFP redistribution, primary screen (AID 1961); 0.048% of 290,000 active; one-dose activation, % at 10 µM; EC50 in µM for titrated hits; U2OS GPR55 beta-arrestin-GFP redistribution imaging; higher % means a stronger effect;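 active = activation above 40% with more than 50 cells counted in the well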;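 note: U2OS osteosarcoma cells stably expressing GPR55 and beta-arrestin-GFP; plate controls were DMSO negative control for no effect and LPI positive control for full effect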
# KOR beta-arrestin-2: kappa opioid receptor blockers – cell-based, luminescence, uHTS (AID 1778). KOR beta-arrestin recruitment, luminescence, antagonist mode; higher % means a stronger effect. 0.091% of 290,000 active. inhibition, % at 10 µM, or IC50 in µM where a hit was titrated; in the data active = inhibition above about 50%; note: strong numbers were not always called active
# GPR55 LPI antagonism: GPR55 antagonists blocking LPI-driven arrestin recruitment, primary screen, imaging, U2OS, beta-arrestin-GFP, LPI agonist (AID 2013); U2OS GPR55 beta-arrestin-GFP translocation imaging, LPI antagonism; higher % means a stronger effect; inhibition, % at 10 µM; hits with a dose series show IC50 in µM; 0.13% of 290,000 active;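 active = spots per cell inhibited over 60%, with over 100 cells counted and total cytoplasm intensity under 500,000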;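 note: U2OS cells stably carrying GPR55 and arrestin-GFP stimulated by 5 µM LPI near EC80; imaged beta-arrestin-GFP aggregate spots per cell after agonist stimulation; plate controls were LPI-stimulated DMSO wells for no effect and DMSO wells without LPI for full effect; some results filed as inactive read as strong as hits; confirmed hits need IC50 under 10 µM and bright autofluorescent wells are also inconclusive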
# NTR1 ag: agonists of NTR1, primary screen, imaging, U2OS cells, beta-arrestin-GFP, high content (AID 493036); NTR1-U2OS beta-arrestin-GFP spot imaging, agonist mode; activation, % at 20 µM; 0.17% of 330,000 active;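 active = activation at or above 40% of the spot to cytoplasm intensity ratio, with at least 20 cells analyzed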;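 note: 0% = DMSO without peptide and 100% = 100 nM NTR1 peptide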
# Target sequence (P30989 whole entry, looked up): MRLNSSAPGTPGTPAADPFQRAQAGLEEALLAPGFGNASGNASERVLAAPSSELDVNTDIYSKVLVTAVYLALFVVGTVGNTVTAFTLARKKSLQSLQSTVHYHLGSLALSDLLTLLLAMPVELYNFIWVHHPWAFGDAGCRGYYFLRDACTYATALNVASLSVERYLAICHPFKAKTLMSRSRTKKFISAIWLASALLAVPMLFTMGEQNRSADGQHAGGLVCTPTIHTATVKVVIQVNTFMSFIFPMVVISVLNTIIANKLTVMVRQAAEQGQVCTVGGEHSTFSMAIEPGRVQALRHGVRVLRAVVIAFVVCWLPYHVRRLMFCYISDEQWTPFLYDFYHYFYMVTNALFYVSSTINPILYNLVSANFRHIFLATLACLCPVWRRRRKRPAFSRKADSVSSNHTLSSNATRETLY
# T cell HTS vesicle-bound %: also measured in T cell HTS; calls as there; double positive events, %; measured here: CD8+ vesicle-bound cell fraction;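 binding gate set so that unloaded-vesicle control wells show 10% double positive cells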
# NTR1 ag cell count 20 µM: also measured in NTR1 ag; calls as there; cell count; measured here: cell count, cytotoxicity flag
# Active calls of the source: *; i = inactive; · = no result given; [ ] = remark or other dose.
SMILES,KOR beta-arrestin-1,GPR35 antagonists,West Nile antiviral,T cell HTS,T cell HTS vesicle-bound %,Salmonella PhoP GFP,GPR55 activation,KOR beta-arrestin-2,GPR55 LPI antagonism,NTR1 ag,NTR1 ag cell count 20 µM
CC(=O)O[C@H]1C2OC(=O)C(C)=C2[C@@H]2OC(=O)[C@]3(CCC4OC41C)OC23 (some centres undefined),1.3%,5%,1.1%,i,8,6%,0.2%,3%,0%,9.9,84
CCOC(=O)Nc1c(O)ccc2oc(C)c(-c3ccccc3)c12,-8.6%,9%,0.0%,i,41,9%,0.0%,-35%,3%,0.1,57
CCC(=O)Nc1nonc1-c1nc2ccccc2n1Cc1ccccc1,2.6%,9%,-0.1%,i,50,-5%,-0.1%,-4%,4%,3.0,56
O=C(O)c1ccccc1C(=O)NNc1cccc(Cl)n1,-1.3%,-8%,0.3%,i,55,-8%,-0.1%,12%,12%,-0.3,85
Cc1nn(Cc2ccccc2)c(C)c1/C=N/NC(=O)c1ccccc1O,0.9%,-4%,0.3%,i,10,5%,-0.2%,12%,-1%,2.9,52
CCCNC(=O)NC(=O)COC(=O)c1ccc(S(=O)(=O)N(C)c2ccccc2OC)cc1,-3.8%,-5%,-0.8%,i,40,5%,0.0%,-8%,-14%,1.5,49
Cc1cc(=O)[nH]c(NCc2ccc(Cl)cc2)n1,-4.1%,9%,-1.9%,i,18,12%,-0.2%,-6%[20 µM],16%,4.3,58
CC1CCc2sc3nc(N4CCN(CCO)CC4)n4ncnc4c3c2C1 (centres undefined),-6.8%,-5%,0.1%,i,46,6%,0.2%,-4%,12%,2.2,57
CCOC(=S)N/C(=N\S(C)(=O)=O)c1ccccc1,-1.0%,-5%,0.4%,i,21,-5%,0.6%,12%,13%,-0.6,49
O=C(c1ccc(SCc2ccco2)c([N+](=O)[O-])c1)N1CCOCC1,-4.3%,3%,-0.7%,i,12,7%,-0.1%,-19%[20 µM],0%,-0.6,69
CCCCc1ccc(N=N/C(C(=O)Nc2ccccc2OC)=C(/C)O)cc1,-2.3%,-5%,-1.4%,i,52,-13%,-0.1%,-12%,3%,1.1,44
N/C(CS(=O)(=O)c1ccc(F)cc1)=N\O,·,8%,0.3%,i,38,-2%,-0.2%,-2%,7%,-0.1,39
Cc1ccc(OCCN2CCN(C(=O)CCC(=O)Nc3nnc(C)s3)CC2)cc1,-5.0%,-8%,-0.8%,i,43,11%,-0.3%,7%,7%,-0.6,55
CCN(CC)S(=O)(=O)c1ccc(O)c(C(=O)OCC(=O)N(C)Cc2ccccc2)c1,11%,10%,0.1%,i,38,-8%,0.1%,14%,1%,0.3,68
COc1ccc(CSc2cccc3cccnc23)cc1[N+](=O)[O-],0.4%,-3%,-0.4%,i,33,-6%,0.2%,-30%,3%,0.9,46
O=C(CCCc1cccs1)N1CCN(S(=O)(=O)c2ccccc2Br)CC1,-4.5%,8%,·,i,50,-2%,-0.3%,2%,3%,1.1,74
CCCCc1nc2cc(C(=O)N3CCCCC3C(=O)OC)ccc2o1 (centres undefined),-1.1%,5%,-0.3%,i,13,3%,-0.2%,4%,10%,0.5,54
CCCCNC(=O)c1cc2c(=O)n3cccc(C)c3nc2n(Cc2ccccc2)c1=N,-4.0%,-2%,-0.4%,i,45,-6%,2.2%,22%,27%,18,46
O=C(CCNC(=O)Cn1ccc2ccccc2c1=O)NCCN1CCN(c2cccc(Cl)c2)CC1,-2.4%,-16%,-0.4%,i,38,7%,-0.2%,-17%,8%,-2.9,50
CCOc1cc(/C=C(\C#N)C(N)=O)ccc1OCc1c(C)no[n+]1[O-],2.5%,-6%,0.2%,i,42,-8%,0.4%,-30%,-2%,0.5,28
CC(C)CC(=O)Nc1ccc(C(=O)CN2CCC(C)CC2)cc1,2.2%,4%,-0.5%,i,5,-5%,0.1%,16%,5%,0.6,43
Cc1ccc(NC(=O)C2CCCCC2C(=O)O)cc1Cl (centres undefined),·,3%,-0.2%,i,6,-8%,-0.1%,-27%[20 µM],0%,-0.1,50
O=C(CCCc1nc(-c2ccccc2Cl)no1)NC1CCCC1,-1.4%,4%,-1.5%,i,7,-11%,-0.1%,-27%,4%,-0.4,56
COCCCNC(=S)N1CCN(c2ccccc2)CC1,-5.5%,13%,2.1%,i,53,-4%,0.6%,18%,-5%,0.9,38
CCCCC1=NN2CCS(=O)(=O)N=C2S1,-6.6%,3%,0.6%,i,11,-4%,0.2%,28%,1%,-0.1,60
C/C(=N\NS(=O)(=O)c1ccc(C)c([N+](=O)[O-])c1)c1cccs1,-3.9%,-17%,1.0%,i,44,6%,-0.4%,-2%,3%,-0.3,59
CC1Cc2ccccc2N1C(=O)c1ccc2snnc2c1 (centres undefined),12%,-12%,-1.1%,i,38,-4%,0.1%,22%,-4%,-0.3,70
Cc1cccc(C(=O)Nc2nnc(Cc3ccccc3)s2)c1,13%,10%,-0.3%,i,58,-5%,-0.1%,1%,4%,1.3,68
COc1ccccc1/C=C/C(=O)N1CCc2cc(OC)c(OC)cc2C1C (centres undefined),1.4%,-6%,-0.9%,i,67,-7%,-0.2%,-1%,3%,3.1,64
O=C(Nc1nccs1)C(=O)c1c[nH]c2ccccc12,7.0%,-3%,0.4%,i,42,0%,0.0%,-6%,-11%,0.8,90
CC[n+]1c(/C=C/N(C)c2ccccc2)n(-c2ccccc2)c2ccc(-c3nc4ccccc4s3)cc21,3.7%,-13%,-2.4%,i,8,27µM*,·,20%,22%,9.2,52
CCCC1CC(=O)OC1(C)C(=O)CSc1n[nH]c(-c2ccccc2)n1 (centres undefined),-0.6%,-13%,-0.6%,i,44,-23%,-0.4%,29%,-1%,1.1,46
CSc1ccccc1NC(=O)c1cc(S(=O)(=O)N(C)C)ccc1N1CCCC1,3.9%,-2%,-0.5%,i,13,2%,-0.1%,6%,-15%,1.3,69
COc1ccc(C(=O)Nc2ccccc2C(=O)N/N=C/c2ccco2)cc1,-3.4%,9%,-0.2%,i,38,-3%,-0.1%,-1%,8%,1.6,56
CC(=O)Nc1ccc(N(C(=O)CNC(=O)c2ccco2)C(C(=O)NCc2ccco2)c2ccccc2)cc1 (centres undefined),-1.8%,16%,0.1%,i,22,-6%,-0.3%,18%,11%,0.8,45
CCc1ccc(C(O)(C(C)C)C(CN2CCOCC2)c2ccccc2)cc1 (centres undefined),-1.2%,-19%,-1.1%,i,32,-5%,0.4%,-14%,3%,12,78
CSc1ccc(-c2c(C#N)c(N)nc3c2CCCC3)cc1,3.4%,-2%,-0.4%,i,33,10%,-0.1%,-32%,-5%,-0.4,58
COCCn1c(SCC(=O)N2CCN(c3ccccc3)CC2)nc2c(c1=O)SC(C)C2 (centres undefined),1.9%,-6%,-0.1%,i,13,-4%,-0.1%,20%,4%,2.5,58
O=S(=O)(c1ccccc1)N1CCN(c2cc(-c3ccccc3)nc3ncnn23)CC1,-3.1%,1%,0.2%,i,9,2%,-0.1%,6%,2%,2.8,55
CCc1ccc(OCCCCN(C)Cc2ccccc2)cc1,-5.6%,0%,-0.8%,i,25,-8%,-0.1%,-21%[20 µM],-13%,2.8,52
CC(C)C(c1nnnn1C1CCCCC1)N1CCCc2ccccc21 (centres undefined),4.6%,2%,0.7%,i,24,1%,0.2%,-49%,18%,1.3,61
COc1ccc(CC(=O)NCc2ccco2)cc1OC,7.6%,5%,0.5%,i,14,13%,0.0%,-40%,-6%,-0.2,53
O=C(COC(=O)C(Cc1ccccc1)NC(=O)c1ccc(Cl)cc1)c1ccc(Cl)cc1 (centres undefined),-1.1%,-5%,-1.0%,i,60,-8%,-0.4%,-4%,14%,-0.5,79
O=C(CCN1C(=O)/C(=C/c2ccc3c(c2)OCO3)SC1=S)NNC(=O)c1cccnc1,-4.0%,15%,-0.3%,i,60,5%,0.6%,-8%,2%,-0.4,39
CC1CCCCN1S(=O)(=O)c1ccc(C(=O)Nc2nnc(-c3ccco3)o2)cc1 (centres undefined),5.3%,2%,1.5%,i,69,-5%,-0.1%,-14%,8%,1.2,73
Cc1sc2ncnc(N(C)C3CCCCC3)c2c1C,1.1%,-17%,-1.1%,i,16,-2%,0.4%,-29%,8%,5.7,41
Cc1ccc(-c2nnc(C)c(N3CC(C)OC(C)C3)n2)cc1 (centres undefined),2.5%,15%,-0.4%,i,51,-9%,0.2%,-6%,2%,-1.0,37
O=[N+]([O-])c1ccccc1S(=O)(=O)NCc1cccnc1,·,16%,-0.2%,i,62,2%,-0.1%,-25%[20 µM],-24%,0.0,58

# Only GPR55 activation and West Nile antiviral, for 3 of the compounds above:
Molecule	GPR55 activation	West Nile antiviral
O=S(=O)(c1ccccc1)N1CCN(c2cc(-c3ccccc3)nc3ncnn23)CC1	-0.1%	0.2%
CCc1ccc(OCCCCN(C)Cc2ccccc2)cc1	-0.1%	-0.8%
CC(C)C(c1nnnn1C1CCCCC1)N1CCCc2ccccc21 (centres undefined)	0.2%	0.7%

# The listing continues.
SMILES,KOR beta-arrestin-1,GPR35 antagonists,West Nile antiviral,T cell HTS,T cell HTS vesicle-bound %,Salmonella PhoP GFP,GPR55 activation,KOR beta-arrestin-2,GPR55 LPI antagonism,NTR1 ag,NTR1 ag cell count 20 µM
O=[N+]([O-])c1cccc2c(S(=O)(=O)N3CCCCC3)cccc12,-1.8%,4%,-0.2%,i,19,9%,0.0%,7%,4%,5.8,60
O=C(Nc1nc(-c2ccc(S(=O)(=O)N3CCCC3)cc2)cs1)c1cccs1,-1.7%,-6%,2.1%,i,48,-6%,-0.1%,37%,-4%,1.3,53
Cc1cccc(COCCN2CCN(S(=O)(=O)c3ccccc3)CCC2=O)c1,1.4%,7%,-0.5%,i,32,-1%,0.0%,-1%,-12%,-3.8,52
N#CC1=C(N)OC2=C(C(=O)CC(c3ccccc3)C2)C1c1ccoc1 (centres undefined),0.6%,6%,0.0%,i,39,-10%,-0.2%,20%,4%,0.7,50
Cc1cc(C)n(-c2nc(C)nc(NCc3ccccc3)n2)n1,-2.0%,9%,-0.6%,i,56,3%,-0.1%,-28%,3%,-0.2,41
Cc1[nH]c2c(Cl)cccc2c(=O)c1CN1CCCCCC1,-1.6%,10%,-0.3%,·,·,3%,0.0%,28%,4%,-1.2,52

# Another view of some results above.
Compound	KOR beta-arrestin-1	GPR35 antagonists	West Nile antiviral	T cell HTS	T cell HTS vesicle-bound %	Salmonella PhoP GFP	GPR55 activation	KOR beta-arrestin-2	GPR55 LPI antagonism	NTR1 ag	NTR1 ag cell count 20 µM
N#CC1=C(N)OC2=C(C(=O)CC(c3ccccc3)C2)C1c1ccoc1 (centres undefined)	0.6%	6%	0.0%	i	39	-10%	-0.2%	20%	4%	0.7	50
Cc1cc(C)n(-c2nc(C)nc(NCc3ccccc3)n2)n1	-2.0%	9%	-0.6%	i	56	3%	-0.1%	-28%	3%	-0.2	41

# Rows are unselected (roughly 0.62% active in at least one column).
